PRMT1 FP inh: inhibitors of human PRMT1; Q99873; recombinant PRMT1, activity-based probe fluorescence polarization; inhibition, % at 2.79 µM; 1.3% of 370,000 active; AID 652257;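 active = inhibition above about 21% made by adding two undisclosed values, limit read from the data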
MBD2 inh: blocks human MBD2 binding to methylated DNA | TR-FRET, MBD2 binding to methylated oligonucleotide | inhibition, % at 4.4 µM | 0.31% of 370,000 active | AID 686964; in the data active = inhibition above about 13%
HTRA1 inh: HTRA1 (human) protease inhibition. recombinant HTRA1, FP-rhodamine activity-based probe, fluorescence polarization. inhibition, % at 5.96 µM. 0.5% of 340,000 active. Q92743; in the data active = inhibition above about 36%;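 note: 0% = enzyme with DMSO and 100% = wells lacking enzyme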
GC-B act: GC-B (human) receptor activation; 0.11% of 370,000 active; P20594; HEK293-GC-B cells, CNP EC30, cGMP TR-FRET; 0% at EC30 CNP, 100% saturating CNP; AID 1920062; activation, % at 10 µM;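 active = activation at 10 µM reaching about 35% in either raw or pattern-adjusted values, limit read from the data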
SIAE inh: inhibitors of human sialic acid acetylesterase SIAE | Q9HAT2 | SIAE FP-Rh probe binding, fluorescence polarization | inhibition, % at 9.66 µM | 0.69% of 370,000 active;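 active = inhibition above a cutoff: mean of compounds within the control limits plus 3 SD of those, cut at about 17% in these data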;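 note: 0% = plate median of compound wells and 100% = probe without SIAE protein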
Target sequence (Q9HAT2 whole entry, looked up): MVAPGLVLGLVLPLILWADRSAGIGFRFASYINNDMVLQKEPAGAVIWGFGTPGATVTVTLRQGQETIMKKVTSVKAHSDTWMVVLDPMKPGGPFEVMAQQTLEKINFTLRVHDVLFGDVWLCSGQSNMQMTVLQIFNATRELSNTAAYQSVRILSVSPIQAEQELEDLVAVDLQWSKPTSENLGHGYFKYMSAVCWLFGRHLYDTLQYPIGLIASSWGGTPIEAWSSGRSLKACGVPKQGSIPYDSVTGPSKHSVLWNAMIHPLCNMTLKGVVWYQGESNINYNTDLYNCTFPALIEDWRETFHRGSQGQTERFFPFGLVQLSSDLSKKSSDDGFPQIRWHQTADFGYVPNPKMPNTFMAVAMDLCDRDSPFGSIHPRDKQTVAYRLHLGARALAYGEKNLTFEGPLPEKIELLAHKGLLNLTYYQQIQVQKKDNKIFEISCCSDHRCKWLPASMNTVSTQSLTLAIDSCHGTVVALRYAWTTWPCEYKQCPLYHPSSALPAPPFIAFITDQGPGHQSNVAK
TDP2 inh: TDP2 (human) inhibition, absorbance primary screen. O95551. recombinant TDP2, T5PNP hydrolysis, p-nitrophenol absorbance 415 nm. inhibition, % at 12.8 µM. 0.34% of 370,000 active. AID 720702;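 active = inhibition above the mean of all tested compounds plus 3 SD, set per campaign, cut at about 25% in these data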;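 note: 0% = DMSO with enzyme and 100% = buffer with substrate but no TDP2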
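System – recombinant human TDP2 · Quantity – TDP2 enzyme at 120 nM final · Doses – single concentration, 12.8 µM nominal, with 1% DMSO · Incubation – 2 h at 37 °C · Measured by – epi absorbance of p-nitrophenol freed from T5PNP by hydrolysis · Read-out – % inhibition relative to enzyme-containing and enzyme-free wells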
TCR CD3 inh: human TCR-CD3 binding inhibition. TAMRA-labeled TCR probe fluorescence, biochemical. inhibition, % at 9.4 µM. 0.37% of 360,000 active. AID 651800; in the data active = inhibition above about 19%;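 note: recombinant mutant TCR 2C K166C tagged with TAMRA read by polarization; 0% = receptor in buffer alone and 100% = receptor with positive control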
ABHD4 inh: ABHD4 (mouse) inhibition, primary FP screen; inhibition, % at 8.92 µM; 0.54% of 370,000 active; purified mABHD4, FP-Rh probe fluorescence polarization;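 active = inhibition exceeding the mean over every tested compound plus 3 SD, cut at about 30% in these data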;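 note: 0% = plate median of compound wells and 100% = S159A mutant with DMSO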
Target sequence (Q8VD66 whole entry, looked up): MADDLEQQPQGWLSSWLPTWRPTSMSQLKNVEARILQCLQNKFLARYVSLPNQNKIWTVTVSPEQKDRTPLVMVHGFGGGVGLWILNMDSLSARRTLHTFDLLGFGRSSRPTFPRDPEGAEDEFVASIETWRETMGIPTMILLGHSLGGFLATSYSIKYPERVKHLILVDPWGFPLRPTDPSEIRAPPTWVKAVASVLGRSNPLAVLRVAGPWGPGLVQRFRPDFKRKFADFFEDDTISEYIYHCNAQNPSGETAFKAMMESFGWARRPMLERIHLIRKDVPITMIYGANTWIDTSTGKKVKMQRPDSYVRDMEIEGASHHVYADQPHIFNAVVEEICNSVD
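Assay system: Wild-type mouse ABHD4 protein | Medium: HEPES pH 7.0 buffer, 150 mM NaCl, 0.01% Pluronic F-127 | Incubation: Enzyme–compound pre-incubation 45 min, then probe 60 min, both 25 °C | Technique: Fluorescence polarization with parallel and perpendicular emission, 525/598 nm | Evaluation: % inhibition of FP-Rh probe binding versus controls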
LEDGF integ inh: blocks HIV-1 LEDGF/p75-dependent DNA integration. TR-FRET IN-LEDGF/p75 DNA integration, Eu/Cy5. 0.64% of 370,000 active. inhibition, % at 3.7 µM;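 active = inhibition above the screen-wide mean plus 3 SD, cut at about 13% in these data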;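 note: signal is the Cy5 over europium emission ratio at 671 and 618 nm; 0% = plate median of compound wells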
rCAG RNA binder: r(CAG) repeat RNA binding | inhibition, % at 3 µM | AID 651821 | 1.3% of 370,000 active | TO-PRO-1 dye displacement fluorescence;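 active = inhibition above the plate cutoff, the mean of all test compounds on that plate plus 3 SD, cut at about 35% in these data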;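 note: 0% = DMSO alone and 100% = 100 µM mitoxantrone as full dye displacement; higher means more dye released from RNA so lower well fluorescence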
Starred values were filed as active, the others as inactive; . = no result given.

SMILES	PRMT1 FP inh	MBD2 inh	HTRA1 inh	GC-B act	SIAE inh	TDP2 inh	TCR CD3 inh	ABHD4 inh	LEDGF integ inh	rCAG RNA binder
O=C(Nc1ccccn1)c1ccc(C(=O)c2ccccc2)cc1	-2	-1	-3	0	-3	-14	-7	-3	3	-1
c1ccc(CN2CCN(c3cnc4ccccc4n3)CC2)cc1	0	-1	7	1	-2	-4	6	-5	2	-7
CCOC(=O)Nc1ccc([N+](=O)[O-])cc1OC	-1	-2	4	2	11	8	5	-9	3	-1
COc1ccc(-n2c(/C=C3\C(=O)N(C)c4ccccc43)nc3ccccc3c2=O)cc1	3	1	-6	-2	-1	-1	-5	1	-11	1
O=C1c2c(-c3ccc(Br)cc3)noc2CCN1Cc1cn(Cc2cccnc2)nn1	0	-1	.	-6	-3	4	-1	4	-4	3
Cc1ccc(S(=O)(=O)N2CCN(C(=O)COC(=O)c3ccc(O)cc3)CC2)c(C)c1	-1	2	-6	-6	-5	-9	5	-1	2	3
CCCOc1ccc(C(=O)NNC(=O)CCNC(=O)c2ccco2)cc1OC	-5	1	2	-1	3	6	-8	1	5	-1
Cc1ccc2[nH]c(=O)c(CN(CCCN(C)C)C(=O)Nc3ccc(Cl)cc3)cc2c1	1	3	-10	-3	0	2	1	6	-1	0
O=C(c1ccc(OCC2CCCO2)cc1)N1CCN(c2ccccc2)CC1 (stereo unspecified)	1	0	1	8	0	16	6	3	-1	-6
O=C(NNC(=O)c1ccc(-c2ccccc2)cc1)Nc1ccccc1F	2	-2	-5	0	-4	-6	-8	1	-1	5
Cc1cccc(C(=O)NCC(=O)NCCSc2ccc(Br)cc2)c1	-3	1	-31	-3	2	9	1	-2	1	-10
N#Cc1c(C(F)(F)F)cc(-c2ccc(Cl)cc2)[nH]c1=O	1	6	-16	-2	-5	1	-6	-12	2	37*
COc1ccc(CCNC(=O)c2cnc3ccccn3c2=O)cc1	7	9	-7	-7	8	-12	5	-14	0	1
Cc1cc(=O)n2[nH]c(-c3ccccc3)cc2n1	-1	-2	-7	-3	1	-4	-1	4	-6	1
COC(=O)[C@]1(C)N[C@H](CN(C)C(C)=O)[C@@H]2C(=O)N(Cc3ccccc3)C(=O)[C@@H]21	-3	-2	5	-1	-1	-13	1	-5	2	1

Copied from the list:
Value for Cc1cccc(C(=O)NCC(=O)NCCSc2ccc(Br)cc2)c1 under ABHD4 inh: -2
Value for N#Cc1c(C(F)(F)F)cc(-c2ccc(Cl)cc2)[nH]c1=O under rCAG RNA binder: 37*
Value for O=C(c1ccc(OCC2CCCO2)cc1)N1CCN(c2ccccc2)CC1 (stereo unspecified) under TCR CD3 inh: 6
Value for COC(=O)[C@]1(C)N[C@H](CN(C)C(C)=O)[C@@H]2C(=O)N(Cc3ccccc3)C(=O)[C@@H]21 under PRMT1 FP inh: -3

Later entries.
SMILES	PRMT1 FP inh	MBD2 inh	HTRA1 inh	GC-B act	SIAE inh	TDP2 inh	TCR CD3 inh	ABHD4 inh	LEDGF integ inh	rCAG RNA binder
CC(=O)C1=C(O)C(=O)N(Cc2ccccc2)C1c1ccc(F)cc1 (stereo unspecified)	0	-1	-9	-2	-9	-7	5	0	-3	4
COc1ccc(NS(=O)(=O)NC(=O)c2c(C)n(C)c3ccccc23)cc1	4	2	0	0	5	3	-2	7	-1	7
Cc1cccc(Nc2c([N+](=O)[O-])c(=O)n(C)c3ccccc23)c1	5	6	-5	3	-8	-3	-14	3	8	9
COc1cc(OC)cc(C(=O)NCC(=O)N2CCN(c3ccc(O)cc3)CC2)c1	25*	6	3	-6	4	-3	-9	5	1	12
COc1ccc(C2=NOC(C(=O)N3CCOCC3)C2)cc1OC (stereo unspecified)	-2	4	3	-4	0	14	-2	0	-1	-1
CCOC(=O)C(=CNc1cc(Cl)c(-c2ccco2)c(Cl)c1)C(=O)OCC	-2	3	-20	-2	-5	11	1	-11	1	2
CS(=O)(=O)N(Cc1ccccc1)c1ccc(C(=O)Nc2ccc3c(c2)OCO3)cc1	-3	-2	-10	0	4	8	1	-8	-2	0
COc1ccc(-c2n[nH]c3c2CN(C(=O)c2ccccc2)CC3)cc1	-1	0	1	-12	3	16	3	3	0	-3
CCN1C(=O)N[C@@H](c2cccc(C(F)(F)F)c2)C(C(=O)OC)=C1C	-1	3	-6	-1	-2	-9	-2	1	-1	-5
CCn1c2ccccc2c2cc(NC(C)=O)ccc21	2	1	7	1	3	-3	6	4	-3	0
CSc1nnc(N2C(=O)C(O)=C(C(=O)c3ccco3)C2c2ccc(F)cc2)s1 (stereo unspecified)	43*	6	-1	4	-3	-2	-22	-6	7	9
Cc1c(C)c2ccc(OCC(=O)N3CCN(c4ccc(F)cc4)CC3)c(C)c2oc1=O	4	2	0	-2	2	9	5	4	2	0
Cc1[nH]c2ccccc2c1/C=C/c1nc2ccccc2c(=O)n1-c1cccc([N+](=O)[O-])c1	-2	-1	10	8	-10	-2	6	20	1	11
CCCn1ccc2c(OCC(=O)Nc3ccc(NC(C)=O)cc3)cccc2c1=O	-1	2	-3	-1	7	12	-1	2	0	-1
COc1cc(/C=c2\s/c(=C(/C#N)C(=O)N3CCCC3)n(-c3ccccc3)c2=O)ccc1O	-2	2	-45	9	-20	9	-12	-25	0	5

Exported as labelled records: four of the compounds above.
> CCOC(=O)C(=CNc1cc(Cl)c(-c2ccco2)c(Cl)c1)C(=O)OCC
  PRMT1 FP inh: -2; MBD2 inh: 3; HTRA1 inh: -20; GC-B act: -2; SIAE inh: -5; TDP2 inh: 11; TCR CD3 inh: 1; ABHD4 inh: -11; LEDGF integ inh: 1; rCAG RNA binder: 2
> CS(=O)(=O)N(Cc1ccccc1)c1ccc(C(=O)Nc2ccc3c(c2)OCO3)cc1
  PRMT1 FP inh: -3; MBD2 inh: -2; HTRA1 inh: -10; GC-B act: 0; SIAE inh: 4; TDP2 inh: 8; TCR CD3 inh: 1; ABHD4 inh: -8; LEDGF integ inh: -2; rCAG RNA binder: 0
> COc1ccc(-c2n[nH]c3c2CN(C(=O)c2ccccc2)CC3)cc1
  PRMT1 FP inh: -1; MBD2 inh: 0; HTRA1 inh: 1; GC-B act: -12; SIAE inh: 3; TDP2 inh: 16; TCR CD3 inh: 3; ABHD4 inh: 3; LEDGF integ inh: 0; rCAG RNA binder: -3
> CCN1C(=O)N[C@@H](c2cccc(C(F)(F)F)c2)C(C(=O)OC)=C1C
  PRMT1 FP inh: -1; MBD2 inh: 3; HTRA1 inh: -6; GC-B act: -1; SIAE inh: -2; TDP2 inh: -9; TCR CD3 inh: -2; ABHD4 inh: 1; LEDGF integ inh: -1; rCAG RNA binder: -5

(more compounds)
SMILES	PRMT1 FP inh	MBD2 inh	HTRA1 inh	GC-B act	SIAE inh	TDP2 inh	TCR CD3 inh	ABHD4 inh	LEDGF integ inh	rCAG RNA binder
CC(NC(=O)c1ccc(Cl)s1)C1CCCO1 (stereo unspecified)	-1	3	1	3	13	3	-1	-4	0	-2
O=S(=O)(c1cc(C(F)(F)F)ccc1Cl)N1CCN(c2ncnc3ccccc23)CC1	2	3	-7	-2	0	-3	-5	0	0	-3
Cc1cccc(OCc2nc3c4c(ncn3n2)-c2ccccc2CC42CCCC2)c1	0	5	5	2	4	1	-1	5	-2	-3
CSc1cc(-c2ccc(Cl)cc2)c(C(=O)NC(C)C)s1	-4	1	-8	-16	-4	5	2	-2	-1	-8
CCN(CC)S(=O)(=O)c1cc(NC(=O)Cn2cnc3ccccc3c2=O)ccc1C	4	2	-12	4	-10	-6	-1	-2	-2	3
O=C(O)C1CCCCC1C(=O)Nc1nccs1 (stereo unspecified)	2	0	3	12	-2	-10	-12	-3	7	3
COc1ccccc1Oc1nc(-c2cccnc2)nc2ccccc12	-1	3	-22	-5	-7	-4	-2	-10	2	-4
O=[N+]([O-])c1cc(S(=O)(=O)N2CCCC2)ccc1N/N=C1/CCCc2ccccc21	1	-3	0	-2	6	9	10	2	0	2
COc1cccc(NC(=O)CSc2nc3ccccc3c(=O)n2Cc2cccs2)c1	-3	-3	-9	16	-29	-2	3	-8	-1	2
Cn1cccc1Cc1nnc(SCC(=O)Nc2ccc(F)cc2F)n1-c1ccc(F)cc1	2	2	-1	3	3	5	7	-5	2	-3
COc1ccc2nc3oc(C(=O)NC4CCN(Cc5ccccc5)CC4)cc3cc2c1	-1	-4	7	6	3	8	9	-7	-1	-4
CCCCCCOc1ccc(OC(=O)c2cccnc2)cc1	1	5	-1	-7	-10	-8	4	-10	-7	2
O=S(=O)(c1ccc2nc(N3CCN(c4ccc(F)cc4)CC3)ccc2c1)N1CCCCC1	-1	12	6	-2	0	-3	-5	-1	5	3
CCc1cc2c(=O)c(-c3nc4ccccc4n3C)c(C(C)C)oc2c(CN2CCN(C)CC2)c1O	-1	1	6	-6	-1	-3	4	3	-4	-5
O=[N+]([O-])c1ccc(CNc2cccc(Cl)c2)s1	5	-3	-4	-4	-1	6	9	0	-1	3

The last 2 entries of the part before lead into the next.
SMILES	PRMT1 FP inh	MBD2 inh	HTRA1 inh	GC-B act	SIAE inh	TDP2 inh	TCR CD3 inh	ABHD4 inh	LEDGF integ inh	rCAG RNA binder
CCc1cc2c(=O)c(-c3nc4ccccc4n3C)c(C(C)C)oc2c(CN2CCN(C)CC2)c1O	-1	1	6	-6	-1	-3	4	3	-4	-5
O=[N+]([O-])c1ccc(CNc2cccc(Cl)c2)s1	5	-3	-4	-4	-1	6	9	0	-1	3
O=C(O)CCN1C(=O)C2C3C=CC(C2C1=O)C1C(=O)N(CCC(=O)O)C(=O)C31 (stereo unspecified)	-3	-1	4	1	6	1	0	-5	-1	0
Cc1ccc2c(CN3CCCc4ccccc43)cc(=O)oc2c1C	10	5	-4	-2	1	2	4	-8	3	-3
CCOc1ccccc1Nc1cc(C)nc2ccc(C)cc12	-2	-2	-13	-8	5	8	4	4	-2	4
CC(C)[C@H](NC(=O)OCc1ccccc1)C(=O)OCC(=O)N1CCN(c2ccccc2)CC1	-4	-3	3	-1	1	7	1	0	0	-7
CC(=O)Nc1nnc(CCS(=O)(=O)c2ccc(Cl)cc2)s1	-1	-1	-1	-7	4	10	2	-2	2	-1
O=C(Nc1nnc(SCc2ccc(F)cc2)s1)c1cnccn1	-1	0	1	0	11	-1	1	1	1	3
CN(C)c1ccc(NC(=S)Nc2ccc3c(c2)c(=O)n(C)n3-c2ccc(C(C)(C)C)cc2)cc1	8	-1	.	-2	20*	3	-8	31*	3	12
COc1cc(/C=N/NC(=O)c2cc[n+]([O-])cc2)ccc1O	-2	1	6	-2	-4	-27	12	-8	-1	-1
Cc1ccc(-n2c(C)cc(/C=N/NC(=O)c3ccncc3)c2C)cc1C	0	-1	10	-4	6	-14	4	1	2	-1
CS(=O)(=O)N1CCCC(C(=O)NCCCN2CCN(Cc3ccccc3)CC2)C1 (stereo unspecified)	-3	1	0	11	-5	1	3	-4	0	-5
COc1cc(CNC(=O)Nc2nc(C(N)Cc3ccc(Cl)cc3)cs2)cc(OC)c1OC (stereo unspecified)	2	-2	.	-6	-5	-3	-9	6	-2	10

Source: PubChem (several laboratories)

This is a subset, so the mix of outcomes need not match the whole.
